PG9 Ab binder – small molecules binding HIV-1 gp120 antibody PG9; inhibition, % at 6.7 µM; TR-FRET gp120-PG9 antibody binding; 360,000 compounds, 0.43% hits; in the data active = inhibition above about 8.5%
HGIII-sPLA2 inh – Inhibits HGIII-sPLA2 liposome hydrolysis, primary screen; 370,000 compounds, 0.56% hits; QFRET BODIPY PC-A2 liposome hydrolysis, fluorescence; Q9NZ20; AID 743126; inhibition, % at 12.2 µM;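 active = inhibition above mean plus 3 SD of compounds lying within the high and low control bounds, cut at about 19% in these data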;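 also: 0% = median of test compound wells and 100% = no enzyme DMSO wells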
Target sequence (Q9NZ20 whole entry, looked up): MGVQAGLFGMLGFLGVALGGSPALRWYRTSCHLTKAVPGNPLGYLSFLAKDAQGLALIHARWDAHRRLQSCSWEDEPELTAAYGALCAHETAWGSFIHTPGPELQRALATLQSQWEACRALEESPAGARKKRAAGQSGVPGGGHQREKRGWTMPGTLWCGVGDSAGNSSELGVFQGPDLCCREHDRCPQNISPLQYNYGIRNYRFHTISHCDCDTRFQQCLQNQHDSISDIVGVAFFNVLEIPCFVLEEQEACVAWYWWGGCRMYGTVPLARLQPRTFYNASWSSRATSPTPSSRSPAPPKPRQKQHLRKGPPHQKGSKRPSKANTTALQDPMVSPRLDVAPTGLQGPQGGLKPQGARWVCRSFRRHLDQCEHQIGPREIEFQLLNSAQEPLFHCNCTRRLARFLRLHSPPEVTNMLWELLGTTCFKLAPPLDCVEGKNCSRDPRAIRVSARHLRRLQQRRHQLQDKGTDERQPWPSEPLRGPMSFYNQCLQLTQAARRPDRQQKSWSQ
hgDAF-12 ag – activates the H. glycines DAF-12 receptor ligand-binding domain. 370,000 compounds, 1.8% hits. activation, % at 6.8 µM. HEK293 GAL4-hgDAF12 UAS-luciferase reporter, agonist luminescence; normalized to butyrate control;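 active = activation above a cutoff set at the mean of all screened compounds plus 3 SD, cut at about 10% in these data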;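 also: 0% = DMSO wells and 100% = sodium butyrate wells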
ssDAF12 agonist – S. stercoralis DAF-12 activation, primary screen; HEK293 ssDAF-12/GRIP1 lit1-tk-luc reporter, luminescence; % of 3 µM dafachronic acid response; activation, % at 6.8 µM; 370,000 compounds, 1% hits;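 active = activation above the mean over all tested compounds plus 3 SD, cut at about 0.9% in these data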;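 also: 0% = DMSO-only wells and 100% = 3 µM delta7-dafachronic acid wells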
FXN GAA850 act – increases GAA850 frataxin promoter reporter activity. HEK293 lucGAA850 FXN promoter luciferase reporter, 24 h; percent of 10 µM SAHA response. AID 540364. activation, % at 6 µM. 360,000 compounds, 0.56% hits;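 active = activation above the average of all compounds screened plus 3 SD, cutoff fixed separately per campaign, cut at about 7.5% in these data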;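 also: 0% = DMSO wells and 100% = 10 µM SAHA wells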
PLC-beta3 inh – PLC-beta3 (human) inhibition, primary screen | Q01970 | Purified PLC-beta3, fluorogenic substrate, fluorescence | 370,000 compounds, 0.18% hits | AID 720704 | inhibition, % at 12.2 µM; in the data active = inhibition above about 11%;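 also: 0% = median of compound wells on plate and 100% = full blocker control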
hcDAF12 agonist – H. contortus DAF-12 activation, primary screen; HEK293 hcDAF-12 lit1-tk-luc reporter, luminescence; 0% DMSO, 100% Δ7-dafachronic acid; AID 652067; 370,000 compounds, 1.4% hits; activation, % at 6.8 µM;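 active = activation above the mean of all tested compounds plus 3 SD, cut at about 5.5% in these data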;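 also: 100% = response to 3 µM Δ7-dafachronic acid high control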
SMARCA2 act – increases SMARCA2 function in MMTV reporter cells; MG213 cells, MMTV-luciferase reporter, dexamethasone, overnight; activation, % at 9.1 µM; 370,000 compounds, 1% hits; AID 652017; in the data active = activation above about 7.8%;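 also: 0% = vehicle wells and 100% = reference activator wells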
NR1D1 modulator – Rev-erb alpha (human) modulation | P20393 | Rev-erbα–FITC-DNA binding, fluorescence polarization, 90 min | 370,000 compounds, 0.79% hits | AID 1259318 | activity, % at 10 µM;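 active = activity above about 14%, limit read from the data; passing the limit was not always enough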;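 also: 0% = DMSO wells with 35 nM protein and 100% = DMSO wells with 750 nM protein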
DAX1 inh-1 – DAX1 (NR0B1) inhibition, primary screen | HEK293T StAR-luciferase reporter, SF-1/DAX-1 repression relief | inhibition, % at 6.8 µM | 370,000 compounds, 1.1% hits | AID 652010;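 active = inhibition above the mean over all tested compounds plus 3 SD, cut at about 3.6% in these data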;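 also: 0% = DAX-1 cells with DMSO and 100% = cells lacking DAX-1 with DMSO; higher inhibition means more luminescence from relief of DAX-1 repression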
DAX1 inh-2 – inhibits human nuclear receptor DAX1. inhibition, % at 6.75 µM. HEK293 Gal4-DAX1 luciferase reporter, luminescence. AID 504766. 340,000 compounds, 0.99% hits;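 active = inhibition above the mean over all tested compounds plus 3 SD, cut at about 4.2% in these data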;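 also: 0% = DAX1-transfected cells with DMSO and 100% = empty-vector control cells with DMSO; inhibition shows as a rise in luminescence from relieved DAX1 repression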
Target sequence (P51843 207-470 limits assumed): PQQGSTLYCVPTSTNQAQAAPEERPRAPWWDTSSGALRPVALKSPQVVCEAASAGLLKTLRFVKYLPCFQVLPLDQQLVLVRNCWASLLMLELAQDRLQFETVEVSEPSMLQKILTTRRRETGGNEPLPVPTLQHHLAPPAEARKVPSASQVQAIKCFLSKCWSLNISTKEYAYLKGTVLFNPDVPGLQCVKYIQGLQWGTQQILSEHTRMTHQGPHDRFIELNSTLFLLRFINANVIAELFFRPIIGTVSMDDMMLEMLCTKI
Active calls of the source: *; / = not tested or not shown.

structure	PG9 Ab binder	HGIII-sPLA2 inh	hgDAF-12 ag	ssDAF12 agonist	FXN GAA850 act	PLC-beta3 inh	hcDAF12 agonist	SMARCA2 act	NR1D1 modulator	DAX1 inh-1	DAX1 inh-2
CCCCNC(=S)N(C)N=C1CCC(c2ccccc2)CC1 (stereo unspecified)	0.2	0	0.3	-1.1	0.2	1	-1.2	-2	-4	-1.0	0.1
Cn1c(=O)c2ncn(CC(=O)O)c2n(C)c1=O	-1.2	15	-0.3	-1.1	-0.1	-6	-0.6	0	-7	0.2	0.6
C[C@@H]1CCCCO[C@@H](CN(C)C(=O)CCCN(C)C)[C@@H](C)CN([C@H](C)CO)C(=O)c2cc(N(C)C)ccc2O1	-1.5	5	3.4	-1.2	/	-22	-0.1	-2	-3	2.9	/
COc1ccc(-n2nc3cc(C)c(NC(C)=O)cc3n2)cc1	0.7	3	18*	0.9*	3.2	-152	4.7	8.1*	7	4.5*	0.8
CN(c1ccc(OCC(=O)O)cc1)S(=O)(=O)c1ccc2ccccc2c1	-3.1	-6	1.9	-1.1	-0.8	-6	-0.6	-1	7	-0.3	1.0
CC(C)C(=O)NC(c1ccccc1)c1cc([N+](=O)[O-])c2cccnc2c1O (stereo unspecified)	-0.6	12	0.5	-0.7	1.8	6	2.5	-3	4	-1.1	0.5
CCC(CC)n1[nH]c(=O)cc1N	-1.9	0	6.6	-1.4	-3.7	-1	0.0	1	0	-0.9	0.3
COc1ccc(OCC(=O)NNC(=O)c2cccs2)cc1	-0.5	-2	1.5	-1.4	0.7	1	-2.2	1	2	-0.1	-0.6
Cn1cc(CN2CCCC(C(=O)Nc3ccc(-c4cccc(F)c4)cc3)C2)cn1 (stereo unspecified)	-1.7	-18	-0.3	-1.5	2.6	-7	0.8	-1	3	-0.5	0.6
CC(C)(O)C#Cc1ccc(C(=O)NCc2ccccc2)s1	-3.1	8	2.7	-1.1	2.4	8	-0.8	-4	-3	-0.1	-0.1
Cc1cc(C(=O)Nc2c(C)n(C)n(-c3ccccc3)c2=O)c2ccccc2n1	-0.8	3	0.6	-1.3	0.2	2	-1.8	0	-8	-0.2	0.2
CCOc1ccc(C(=O)NC2CC(C)(C)NC(C)(C)C2)cc1	-0.4	0	-1.7	-1.6	-0.6	-5	0.8	-2	4	-0.2	-1.0
COc1ccc(C)cc1Cn1c(S(C)(=O)=O)nc2ccccc21	-2.4	-1	-1.2	-1.6	1.5	-4	-0.3	1	3	-0.5	0.2
CC1CCN(C(=O)COc2ccccc2F)CC1	-0.3	0	1.2	-1.3	2.0	2	-1.4	1	-5	0.3	0.4
O=C(Nc1ccccc1Cl)C1CCCN(S(=O)(=O)c2ccc(-n3cnnn3)cc2)C1 (stereo unspecified)	0.0	0	0.2	-0.9	-1.2	-3	-2.0	-2	5	0.0	-0.1

(cont.)
structure	PG9 Ab binder	HGIII-sPLA2 inh	hgDAF-12 ag	ssDAF12 agonist	FXN GAA850 act	PLC-beta3 inh	hcDAF12 agonist	SMARCA2 act	NR1D1 modulator	DAX1 inh-1	DAX1 inh-2
Cc1c(C(=O)N2CCOCC2)c(S(=O)(=O)Nc2ccccc2)c(C)n1C	-0.9	4	-1.2	-0.2	0.0	-5	0.5	3	-4	0.1	0.5
CCCCNc1nc(N)ncc1[N+](=O)[O-]	-0.2	0	-2.7	-0.8	4.9	1	-1.4	-1	-1	-0.3	3.9
CC(=O)ON1C(C)(C)Cc2noc(N)c2C1(C)C	-0.3	-2	-1.9	-1.0	-2.0	-1	2.1	-1	6	0.0	1.4
COc1cccc(C2C(C#N)=C(N)N(c3ncn[nH]3)C3=C2C(=O)CCC3)c1 (stereo unspecified)	-0.3	2	0.2	-1.3	1.6	-4	-2.1	-5	3	1.1	-0.7
CCc1cccc(C)c1NC(=S)N1CCCCC1c1cccnc1 (stereo unspecified)	0.9	6	-2.3	-1.6	-0.7	-8	-2.2	-5	2	-0.1	2.5
CS(=O)(=O)N1Cc2ccccc2CC1C(=O)OCC(=O)Nc1ccc2ccccc2c1 (stereo unspecified)	-0.5	-23	0.1	-0.9	1.5	3	0.0	1	1	-0.1	-0.9
COc1ccc(/C=C/C(=O)N(CC(C)C)C2CCS(=O)(=O)C2)cc1 (stereo unspecified)	-0.2	3	-2.1	-1.0	2.3	-4	-1.0	-1	-1	0.1	-1.4
COc1cc(/C=C(\C#N)C(=O)NCC2CCCO2)ccc1OCC(N)=O (stereo unspecified)	1.0	1	-2.0	-0.8	0.1	-11	0.2	0	-6	1.3	0.7
CC(C)(C)c1ccc(C(=O)NCC(=O)OCC(=O)Nc2ccccc2[N+](=O)[O-])cc1	-1.6	-8	-4.5	-1.9	-1.3	2	-4.3	-3	9	-1.6	-1.5
Nc1nc(SCC(=O)Nc2ccc(C(F)(F)F)cc2)[nH]c(=O)c1NC(=O)c1ccc(F)c(F)c1	0.7	3	2.9	0.1	-0.9	-5	-0.2	-2	6	2.7	0.9
Cc1ccccc1C(=O)Nc1ccccc1Sc1ccccc1	1.1	8	3.1	-1.2	2.1	4	-0.9	-2	1	0.2	0.9
O=C(c1ccc(S(=O)(=O)Nc2ccc(F)cc2)cc1)N1CCN(C(=O)c2ccco2)CC1	-1.3	-2	-4.8	-1.1	-0.9	6	0.5	-4	-2	-1.4	-2.4
COc1ccc(CCN2CCCC(CN(C)C(=O)c3cc(C)oc3C)C2)cc1 (stereo unspecified)	-0.9	-6	11*	0.8	0.9	-9	4.4	7.8*	0	1.6	1.3
Cc1ccc(NC(=O)Nc2ccc3c(c2)[C@]2(CC(=O)N(CC(C)C)C2c2ccccc2)C(=O)N3C)cc1Cl (stereo partly specified)	/	-22	-3.6	-1.0	/	-1	-1.3	-4	4	-0.7	/
CN(C)c1ccsc1C(=O)NNS(=O)(=O)c1ccc(Cl)cc1	-1.8	-11	-1.6	-0.9	0.0	-8	-1.1	-4	-5	-0.1	1.9

Additional structures follow.
structure	PG9 Ab binder	HGIII-sPLA2 inh	hgDAF-12 ag	ssDAF12 agonist	FXN GAA850 act	PLC-beta3 inh	hcDAF12 agonist	SMARCA2 act	NR1D1 modulator	DAX1 inh-1	DAX1 inh-2
COC(=O)[C@H](Cc1ccccc1)NC(=O)NCCc1ccc(F)cc1	-1.5	6	0.3	-1.3	0.8	-1	0.2	-5	11	-0.2	/
Cc1ccc(N(CC(=O)N2CCN(c3ccccc3F)CC2)S(=O)(=O)c2c(C)noc2C)cc1	0.4	5	-1.3	-1.3	-1.6	-6	0.2	-2	2	-0.1	0.9
O=C(NCc1ccc2c(c1)OCO2)c1ccc2c(c1)C(=O)N(CC1CCCO1)C2=O (stereo unspecified)	2.6	-2	0.3	-1.1	1.0	1	-1.1	0	-5	0.1	-0.4
Cc1c(Nc2nc3ccccc3nc2N2CCN(c3ccccc3)CC2)c(=O)n(-c2ccccc2)n1C	-2.5	-3	-1.0	-0.1	0.0	2	0.8	3	1	0.8	3.8
CCOC(=O)C1(CCOC)CCN(Cc2ccc3nonc3c2)CC1	0.2	1	-0.1	-1.1	-2.4	-5	-1.4	-1	2	-0.1	-0.6
Cc1ccc(S(=O)(=O)N2CCC(C(=O)N[C@@H](C)C(=O)NC3CCCCC3)CC2)cc1	1.8	1	-0.2	-0.9	0.8	5	-0.5	-1	0	-0.7	0.4
COC(=O)[C@H](NC(=O)c1cc(-c2ccccc2)nc2ccccc12)c1ccccc1	-0.6	8	1.9	-1.2	-1.1	-3	-0.1	-4	1	0.1	1.7
c1coc(C2=NCCc3ccccc32)c1	-1.1	-1	0.1	-1.0	2.5	-5	-1.9	3	-1	-0.6	-0.2
CC(C)N=C(NC#N)SCc1ccccc1	0.7	-1	-2.1	-1.0	1.6	-1	-0.6	2	3	0.5	1.1
CN(C)S(=O)(=O)c1ccc(C(=O)Nc2nnc(SCc3ccccc3)s2)cc1	-0.2	-3	0.3	-0.2	-2.4	3	-1.7	-2	1	0.0	-0.7
O=C(COC(=O)CNC(=O)c1cccc([N+](=O)[O-])c1)NCc1ccco1	-1.2	5	-1.0	-1.5	0.3	-4	-0.7	-3	10	-0.1	0.1
CCC(C)(C)n1nnnc1C(c1ccc(N(C)C)cc1)N1CCN(C2CCCCC2)CC1 (stereo unspecified)	-1.8	3	0.0	-0.5	1.8	2	-1.3	0	6	0.3	-0.1
O=C(Nc1ccc(F)c(Cl)c1)C1CCCC1	1.0	-7	-0.3	-1.3	0.8	-3	-1.3	1	2	0.2	/
C=CCN=C1CC(C)(C)CC(=O)/C1=C(\O)CCCN1C(=O)c2ccccc2C1=O	-1.1	-5	-0.6	-1.5	-1.1	-35	-0.5	2	-7	-0.7	-0.8
O=c1cc(CO)oc(CN2CCN(c3ccccc3)CC2)c1O	1.0	12	2.6	-0.6	-0.1	-4	0.7	-4	-2	-0.3	-0.5

Following part:
structure	PG9 Ab binder	HGIII-sPLA2 inh	hgDAF-12 ag	ssDAF12 agonist	FXN GAA850 act	PLC-beta3 inh	hcDAF12 agonist	SMARCA2 act	NR1D1 modulator	DAX1 inh-1	DAX1 inh-2
COc1ccc(C(=O)N2CCN(c3ccccc3)CC2)cc1S(=O)(=O)N1CCCC1	-1.8	0	-2.5	-0.6	1.9	-6	-1.1	2	2	-0.6	-0.3
Cc1ccc(S(=O)(=O)NCCC(=O)OCn2nnc3ccccc3c2=O)cc1	-2.1	-7	0.1	-1.1	-0.5	1	1.2	-2	4	-0.2	-0.2
CCn1c2ccccc2c2cc(NC(=O)C3CCN(S(=O)(=O)c4cccs4)CC3)ccc21	-1.6	0	2.5	-0.9	-1.1	-1	0.5	0	15	0.2	0.0
CCN(CC)c1nc(-c2ccc(Cl)cc2)cc(C(F)(F)F)c1C#N	-1.1	2	0.1	-1.1	0.6	-2	1.3	2	2	-0.2	-0.2
Cc1ccc(C2C(C#N)=C(N)Oc3n[nH]c(-c4cccs4)c32)s1 (stereo unspecified)	0.0	-3	-2.5	-1.1	-1.4	-4	0.2	-1	-3	0.7	1.3
Cc1ccc(Nc2nc(=O)c3cccnc3s2)cc1	1.6	-7	9.2	1.3*	5.8	2	11*	2	-3	1.6	1.0
Cc1cc(NC(=O)c2ccc(NS(=O)(=O)c3ccccc3)cc2)no1	/	-17	5.4	-1.2	/	0	-1.2	1	-4	1.5	/
C[C@@H]1C[C@H]2[C@@H](Cc3ccccc3)C(=O)N3[C@H](c4ccccc4)[C@H](C)C[C@H]3[C@@H](Cc3ccccc3)C(=O)N2[C@@H]1c1ccccc1	/	2	3.6	-1.8	/	-1	-2.3	-4	5	-0.4	/
CC(=O)Oc1cc(C(=O)OCC(=O)NC23CC4CC(CC(C4)C2)C3)cc(OC(C)=O)c1OC(C)=O	-2.6	13	-1.5	-1.0	2.1	-7	1.6	-1	-30	-0.1	0.0
N/C(=N\OC(=O)Nc1ccccc1)c1cccc(C(F)(F)F)c1	1.4	4	2.3	-0.8	2.3	-2	-1.9	0	-3	1.2	-0.8
Nc1nc(N)c2c(n1)CCCC2	-0.9	0	4.4	-1.8	3.3	-4	-0.2	2	3	0.5	0.4
CCOC(=O)N1CCN(CC(=O)NC(=O)Nc2ccc3c(c2)OCCO3)CC1	1.1	5	0.2	-1.3	-1.1	-4	-0.1	-3	-2	-1.8	0.0

Screening data: PubChem, several laboratories
